# BRCT PPI green = blocks human BRCA1 BRCT binding to phosphopeptide, green readout. AID 875. P38398. Potency, µM (doses to about 76.9 µM), inactives show top-dose activity change, negative = inhibition, usual class: inhibitors. BRCA1 BRCT-phosphopeptide binding, green fluorescence polarization. 0.05% of 75,000 active;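 also: potency is read from the fitted curve at half-maximal effect; plate controls were peptide without protein for full effect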
#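 Fluorescence polarization: His-tagged BRCT (~35 kDa BRCA1 C-terminus, 250 nM) bound to 100 nM fluorescein-labeled phosphorylated 10-aa BACH1 peptide, pH 7.3 phosphate buffer with DTT and Tween 20. Compounds incubated 12 min at room temperature; inhibition read as lowered polarization.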
# Hsp90 Hop PPI = changes Hsp90-Hop TPR2A binding signal, up or down; AlphaScreen TPR2A-His6 binding biotin-Hsp90 C-terminal peptide; Potency, µM (top dose mostly 57 µM), without a hit: at the highest dose activity change, negative = inhibition; 0.44% of 71,000 active; active = well fitted curve in either direction with a large enough effect; inconclusive = small, poorly fitted or top-dose-only effect, or another doubt; also: potency is read from the fitted curve at half-maximal effect; % is scaled to controls: 0 for no effect and ±100 for the full control effect; many of its hits are not listed in these tables
# HBB splicing = alters splicing of the hemoglobin beta chain | Potency, µM (titrated, usually from 46.1 µM), for inactives: at the top dose activation, hits mostly activators | 0.06% of 65,000 active | HBB splicing reporter cell assay, activation; EGFP reporter with mutant IVS2-654 intron; response scale: normalised to 500 nM splice-correcting PNA; also: potency is read from the fitted curve at half-maximal effect; 0% is about no effect
#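 HeLa cells stably expressing EGFP interrupted by mutant beta-globin intron 2 (IVS2-654), 500/well in 2% FCS. Treated with compound for 2 days at 37C. Splicing correction scored as total well GFP intensity (488 nm excitation, 500-520 nm emission); 500 nM antisense PNA served as control.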
# Ub-GFP proteasome = inhibits proteasome, raising ubiquitin-GFP reporter fluorescence; Ubiquitin-GFP reporter cells, proteasome inhibition, GFP fluorescence; response scale: untreated = 0%, 10 µM MG-132 = 100%; Potency, µM (titrated, usually from 45.9 µM), for inactives: top-dose activation (GFP accumulation), usual class: activators; 67,000 tested, under 10 active; active = well fitted activation curve with a large enough effect, not every such curve was filed as active; inconclusive = small, poorly fitted or top-dose-only effect, or another doubt; inactive = no such curve, though single readings can be large or run the other way; also: potency is read from the fitted curve at half-maximal effect
#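 Proteasome blockade was scored as a rise in GFP-expressing U2OS cells carrying a ubiquitin(G76V)-GFP construct, imaged after 4 hr compound treatment at 37 °C across a 46 uM–2.9 nM series.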
# BRCT inh red = disrupts BRCA1 BRCT binding to phosphoprotein, red fluorophore readout; 0.03% of 75,000 active; AID 892; Potency, µM (series often up to 76.9 µM), for inactives: at the top dose activity change, negative = inhibition, usual class: inhibitors; BRCT-phosphopeptide binding, red fluorescence polarization; also: % is scaled to controls: 0 for no effect and ±100 for the full control effect
#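 Rhodamine-labelled pBACH1 10-mer (100 nM) bound to BRCT domain (100 nM) at pH 7.3; compounds incubated 12 min room temperature, polarization read. Free peptide defines full inhibition; unlabelled decapeptide titrated as control.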
# USP2a inhib = USP2a (human) protease inhibition | 0.1% of 60,000 active | USP2a enzymatic assay, qHTS inhibition | AID 927 | Potency, µM (top dose mostly 38.3 µM), without a hit: at the top dose activity change, negative = inhibition, hits mostly inhibitors;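 also: potency is read from the fitted curve at half-maximal effect; nearly all actives have a fitted effect of over 60% in size; plate controls were DMSO for no effect and NEM full inhibition control for full effect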
#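 Inhibition is measured in a cell-free coupled assay with 20 nM USP2 core, 20 nM Ub-PLA2 and 20 uM NBD C6-HPC, 2.5 h incubation. Activity normalized to NEM control.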
# DNA Pol III inh = inhibitors of bacterial DNA polymerase III holoenzyme; reconstituted DNA polymerase III holoenzyme replication, biochemical; Potency, µM (doses to about 57.1 µM), for the others: at the highest dose activity change, negative = inhibition; 0.25% of 71,000 active; AID 603; also: potency is read from the fitted curve at half-maximal effect; % is scaled to controls: 0 for no effect and ±100 for the full control effect
#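 Reconstituted *E. coli* holoenzyme (0.35 nM Pol III, 1 nM beta, 154 nM SSB, 2 nM primase) was preincubated with compound for 15 min at RT. Synthesis on 1.4 nM ssM13Gori ran 35 min, then was stopped with PicoGreen/EDTA and read as dsDNA fluorescence.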
# Epigenetic mod = epigenetic modulators derepressing GFP locus in mouse cells; mouse C127i GFP locus derepression, cytometry, 30 h; Potency, µM (series often up to 46.1 µM), inactives show at the highest dose GFP derepression (activation); 0.09% of 68,000 active; also: % of control where 0% means no effect
#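 Read-out is the number of GFP-positive cells, scored as fluorescent objects 20 to 120 um wide, reflecting derepression of a silenced CMV-GFP reporter in murine C127i cells after 30 h compound exposure at 37 C.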
# CRE-bla Fsk = CRE-bla signaling modulation under forskolin stimulation; CHO CRE-bla reporter (cAMP response element driving beta-lactamase), forskolin EC10, beta-lactamase ratio; Potency, µM (titrated, usually from 38.2 µM), inactives show at the top dose activity change, negative = inhibition, actives largely listed as activators; 2.5% of 71,000 active; active = well fitted activation curve with a large enough effect in the signal ratio, with a control signal flat, not every such curve was filed as active; inconclusive = small, poorly fitted or top-dose-only effect, or effect the other way, or a change in a side signal; the % refers to the signal ratio; also: potency is read from the fitted curve at half-maximal effect; % of control where 0% means no effect
#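 Using CellSensor CRE-bla CHO cells in Opti-MEM with 0.5% dialyzed FBS, compounds were titrated with EC10 NKH 477 for 3 h at 37 °C. CCF4 ratio (460/530 nm) gave %Activity; AC50 derived.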
# 15-hLO inh = 15-hLO (ALOX15) enzyme inhibition. purified 15hLO-1, xylenol orange hydroperoxide absorbance. Potency, µM (titrated, usually from 57.1 µM), without a hit: at the top dose activity change, negative = inhibition, hits mostly inhibitors. 1.4% of 74,000 active. AID 887; also: potency is read from the fitted curve at half-maximal effect; % is scaled to controls: 0 for no effect and ±100 for the full control effect; nearly all actives have a fitted effect of over 55% in size
# Target sequence (P16050 whole entry, looked up): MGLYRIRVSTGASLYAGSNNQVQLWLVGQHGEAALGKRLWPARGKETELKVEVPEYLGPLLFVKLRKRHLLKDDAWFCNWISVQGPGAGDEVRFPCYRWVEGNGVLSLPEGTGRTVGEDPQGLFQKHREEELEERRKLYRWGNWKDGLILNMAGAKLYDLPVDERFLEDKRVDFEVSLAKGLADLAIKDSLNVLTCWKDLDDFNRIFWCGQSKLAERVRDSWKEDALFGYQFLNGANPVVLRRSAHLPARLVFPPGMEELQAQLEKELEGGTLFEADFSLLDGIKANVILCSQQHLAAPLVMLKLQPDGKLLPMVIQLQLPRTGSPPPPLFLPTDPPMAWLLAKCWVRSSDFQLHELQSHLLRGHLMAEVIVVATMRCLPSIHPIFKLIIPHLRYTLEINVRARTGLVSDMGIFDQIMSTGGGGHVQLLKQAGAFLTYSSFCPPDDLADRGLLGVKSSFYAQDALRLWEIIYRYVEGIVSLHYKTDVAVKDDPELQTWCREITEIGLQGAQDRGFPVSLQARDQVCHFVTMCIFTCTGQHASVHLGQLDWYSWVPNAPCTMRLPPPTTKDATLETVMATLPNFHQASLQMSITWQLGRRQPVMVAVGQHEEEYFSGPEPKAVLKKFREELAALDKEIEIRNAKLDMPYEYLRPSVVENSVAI
#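 Hydroperoxide formed from arachidonic acid (50 uM) by purified human 15hLO-1 (40 nM) oxidizes ferrous iron, and the ferric-xylenol orange complex is read at 573 versus 405 nm. Compounds were preincubated 15 min; reaction ran 6 min at room temperature.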
# HADH2 inhib = blocks human hydroxyacyl-CoA dehydrogenase type II; recombinant HADH2, NADH fluorescence, beta-hydroxybutyryl-CoA; Potency, µM (doses to about 57.1 µM), for the others: at the top dose activity change, negative = inhibition, hits mostly inhibitors; 3.4% of 73,000 active; AID 886; also: potency is read from the fitted curve at half-maximal effect; % is scaled to controls: 0 for no effect and ±100 for the full control effect; nearly all actives have a fitted effect of over 60% in size; many of its hits are not listed in these tables
# Target sequence (Q99714 whole entry, looked up, one chain of several): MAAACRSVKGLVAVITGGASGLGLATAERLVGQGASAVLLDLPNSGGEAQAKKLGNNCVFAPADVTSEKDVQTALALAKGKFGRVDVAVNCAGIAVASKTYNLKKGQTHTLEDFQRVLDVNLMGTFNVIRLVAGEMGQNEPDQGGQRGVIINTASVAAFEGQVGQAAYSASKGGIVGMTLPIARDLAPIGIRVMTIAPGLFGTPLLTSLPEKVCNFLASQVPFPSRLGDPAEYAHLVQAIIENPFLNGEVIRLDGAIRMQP
#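 20 nM HADH2 + cpd, 15 min RT; add 1 mM NAD+/90 uM beta-hydroxybutyryl-CoA; kinetic fluorescence 360/450 nm, 4 min. Tris-HCl pH 9.0, 0.01% Tween-20.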
# * hit, by the source's call; ? = inconclusive; / = no result given; [ ] = dose if it differs, or a comment. Unless noted, calls follow the shape of the dose curve; as a rule, active = well fitted curve in the direction sought with a large enough effect; inconclusive = small, poorly fitted or top-dose-only effect, or another doubt; inactive = no such curve, though single readings can be large; an effect the other way counts as inactive or inconclusive.
SMILES,BRCT PPI green,Hsp90 Hop PPI,HBB splicing,Ub-GFP proteasome,BRCT inh red,USP2a inhib,DNA Pol III inh,Epigenetic mod,CRE-bla Fsk,15-hLO inh,HADH2 inhib
COc1ccc(-n2nnnc2SCC(=O)c2ccc(OC)c(OC)c2)cc1,-0.5%,-5.6%,-0.4%[57.5 µM],10.4%,0.0%,39.9%[activator],-1.5%,-2.7%,?,-7.2%,32.2%[activator]
CCOC(c1cc(OC)cc([N+](=O)[O-])c1OC)C(C)C(OC)[C@@H](C)/C=C/CC(=O)OC (some centres not stated),-1.3%[15.4 µM],/,0.9%[9.22 µM],/,-1.7%[15.4 µM],/,/,/,/,9.0%[11.4 µM],6.7%[11.4 µM]
COc1cc(NS(=O)(=O)c2ccc(NC(=O)COc3ccccc3C)cc2)nc(OC)n1,-1.3%,-3.5%,/,3.7%,-1.1%,27.7%,-7.0%,1.0%,-1.3%,-14.7%,?
CCNC(=S)NCC,1.8%,0.4%,-0.3%,/,0.2%,/,9.5%,/,2.8%,-19.4%,-7.7%
CC(=O)OC(C(=O)NC1CCCCC1)c1ccc(C)cc1 (configuration not stated),-1.2%,-0.2%,/,-7.6%,-1.3%,21.0%,-3.0%,-1.2%,1.3%,3.1%,-2.3%
O=C(Nc1nc(-c2ccc3c(c2)OCO3)cs1)C1COc2ccccc2O1 (configuration not stated),-0.9%,1.7%,-1.5%,6.0%,0.7%,/,-7.3%,/,?,?,?
COc1ccc(C(=O)N2CCC(C(=O)NCc3ccccn3)CC2)cc1,-6.4%,?,-1.9%,-8.7%,0.3%,1.0%,-2.5%,2.8%,?,6.3%,-0.7%
COc1ccc2c(c1)C1(Nc3ccccc3C(=O)N1c1ccccc1)C(=O)N2 (configuration not stated),-0.8%,-2.9%,-1.3%,-0.8%,-0.6%,1.2%,6.0%,2.5%,-10.6%,0.0%,8.0%
CN(C)CCCc1c2ccccc2nc2ccc(Cl)cc12,-1.8%[15.4 µM],0.7%[11 µM],2.6%[9.22 µM],-1.5%[9.17 µM],-0.1%[15.4 µM],/,-12.8%[11.4 µM],6.9%[9.22 µM],?,4.3%[11.4 µM],-6.2%[11.4 µM]
CCOC(=O)C1=C(N)N(c2ccc(N3CCCCC3)cc2)C(=O)C1,-2.3%,?,-1.8%,2.5%,-0.2%,21.2%,-1.9%,1.0%,?,1.0%,9.3%
CCOC(=O)N1CCN(C(=O)CSc2cc(C)nc3c(-c4ccccc4OC)c(C)nn23)CC1,0.1%,-6.7%,-3.7%,2.4%,-3.2%,39.8%[activator],-1.4%,-1.0%,9.6%,2.0%,3.2%
CC(C)NC(=O)C1CCCN(S(C)(=O)=O)C1 (configuration not stated),-2.6%,1.8%,-1.7%,2.5%,0.5%,1.1%,-12.6%,2.9%,0.9%,-7.1%,9.4%
CCCOc1ccc(/C(O)=C2\C(=O)C(=O)N(CCCN(C)C)C23C(=O)N(C)c2ccccc23)cc1 (configuration not stated),0.6%,-6.2%,1.3%[0.369 µM],/,-0.2%,3.6%,-3.9%,-2.1%,-11.4%,-3.0%,-19.5%
CCOC(=O)C1CCN(C(=O)CSc2nnc(-c3ccco3)n2-c2ccccc2)CC1,1.9%,0.6%,0.1%[57.5 µM],-1.0%,1.0%,6.4%,-0.4%,0.0%,0.6%,-12.2%,8.7%
COC(=O)c1ccc(C(NC(=O)OCc2ccccc2)/C(=C/[C@@H](C)C(=O)N(C)Cc2cccnc2)c2cccnc2)cc1 (some centres not stated),0.5%,-3.1%,1.0%,/,-1.7%,/,5.2%,/,-13.1%,-6.8%,14.2%
COc1cc(CNC(=O)c2ccc(Cn3nc(C)c(Cl)c3C)o2)cc(OC)c1,-0.6%,-5.0%,0.1%,3.1%,-3.7%,10.9%,1.4%,2.4%,0.8%,-8.3%,?
CCCOc1ccc(/C(O)=C2\C(=O)C(=O)N(CCCOC)C23C(=O)N(C)c2ccccc23)cc1 (configuration not stated),-1.8%,0.5%,0.0%[0.369 µM],/,-1.0%,3.3%,-6.5%,0.0%,1.4%,26.4%,-17.3%
O=C(O)CSCc1nc2ccccc2s1,-1.5%,1.4%,-2.6%[0.369 µM],-5.8%,0.9%,3.7%,1.8%,2.2%,-15.1%,3.3%,-12.3%
c1ccc(Nc2nc(-c3ccc4c(c3)OCO4)nc3ccccc23)cc1,-0.1%,26.4%,-1.6%,-3.5%,-0.4%,-77.6%,-3.7%,-2.9%[9.22 µM],?,?,?
O=C(O)CCSc1nnc(-c2ccccc2)n1-c1ccccc1,-2.1%,-2.3%[11 µM],-2.1%[0.0738 µM],-13.6%[9.17 µM],-2.8%,0.0%[7.66 µM],-1.8%[11.4 µM],-1.5%,13.7%[7.6 µM],3.8%[11.4 µM],-4.4%[11.4 µM]
COc1ccc(CNc2nc3c(c(=O)[nH]c(=O)n3C)n2CCCc2ccccc2)cc1,-1.5%,-0.8%,1.5%[0.369 µM],/,0.1%,7.3%,-8.1%,0.0%,6.5%,2.9%,6.5%
O=C(O)c1ccccc1C(=O)OCc1ccccc1,-0.6%,-1.7%,1.0%,12.0%,0.3%,/,0.3%,-2.3%,-3.4%,5.4%,-6.7%
CC(C)(C)c1cnnn1-c1ccc(-c2csc(N)n2)cc1,0.3%,-4.7%,-0.3%[57.5 µM],4.0%,-0.6%,9.6%,-8.7%,6.5%,12.9%,-6.7%,-20.0%
CCOC(=O)c1c(C)oc2c1cc(O)c1ccccc12,-1.4%,4.1%,-2.9%,-0.7%,-0.3%,2.9%,-5.5%,-1.0%,24.7%,-8.4%,4.5%
O=C1c2ccccc2C(=O)N1c1nc2nccc(-c3ccccc3)n2n1,-2.9%,-11.4%,-2.3%,-6.8%,-0.3%,-1.3%,-5.3%,1.8%,3.6%,4.7%,36.9%[activator]
c1cncc(CNc2nc(N3CCOCC3)nc(N3CCOCC3)n2)c1,5.8%,-4.9%,-1.5%[9.22 µM],-4.2%,-0.2%,-0.1%,-0.9%,-3.7%,3.8%,10.6%,-0.5%
CCN(CC)C(=O)CSc1nc2ncc(Br)cc2[nH]1,-0.6%,-6.3%,-4.1%[0.369 µM],-5.2%,0.0%,3.2%,-1.7%,2.7%,17.8%,4.2%,-25.8%
Cc1cccc(N2CCN(S(=O)(=O)c3ccc4c(c3)c(=O)n(C)c(=O)n4C)CC2C)c1 (configuration not stated),1.2%,-2.1%,-2.0%,4.8%,-0.2%,12.6%,0.5%,1.1%,-23.2%,-0.1%,-0.8%
O=C(OC(C(=O)NCc1ccc2c(c1)OCO2)c1ccc(Cl)cc1)c1ccco1 (configuration not stated),-1.7%,0.1%,/,2.6%,0.0%,16.7%,-1.0%,-0.7%,-8.9%,-8.3%,6.7%
Cn1c(CCNC(=O)OC(C)(C)C)n[nH]c1=S,-1.2%,-1.6%,/,2.4%,1.1%,3.7%,-15.2%,-0.9%,5.4%,-1.6%,-16.3%
Cc1nonc1NC(=O)N1CCCC1,3.5%,-3.9%,-2.7%,10.4%,-0.7%,-2.7%,-6.9%,6.3%,-6.8%,10.8%,6.1%
CNc1nc(C)nc(-c2ccccc2O)n1,-1.2%,-2.0%,1.3%,-9.4%,0.2%,/,-2.2%,-2.3%,?,-0.2%,?
O=C(Cn1cc2c(n1)CCCC2)Nc1cc(-c2cccc(Cl)c2)no1,-0.6%,-3.9%,-0.9%,2.9%,0.3%,/,3.6%,-3.4%,-2.8%,-19.8%,-4.9%
C[C@@]1(C(NC(=O)c2ccccc2)c2ccc(-c3ccccc3)cc2)C[C@H]1C1CCCCC1 (some centres not stated),-2.1%,-6.3%,1.9%,/,0.9%,/,-8.0%,/,2.3%,/,8.2%
CCOC(=O)C1(CC)CC(CSc2nc3ccccc3[nH]2)OC1=O (configuration not stated),1.0%,-1.2%,/,0.0%,-2.9%,-1.9%,-5.6%,1.2%,1.2%,-10.3%,-6.5%
COc1ccc(CNc2ccnc(-c3ccccc3OC)n2)c(OC)c1,2.8%,-3.6%,0.2%,17.1%,-1.3%,72.0%[activator],-4.7%,2.9%[9.22 µM],12.2%,5.2%,7.3%

# Assay outcomes: PubChem BioAssay, National Center for Advancing Translational Sciences (NCATS)

# This is a subset. The share of hits here may be higher or lower than overall.
